# HIF-2a inh = HIF-2a reporter inhibitors, primary screen, luminescence, 786-0 RCC cells; inhibition, % at 18.8 µM; 360,000 compounds, 0.72% hits; 786-0 RCC cells HIF-2a reporter, luciferase luminescence, overnight;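 active means inhibition of the luminescence signal of 40% or more relative to plate controls, in a single-dose primary screen at 18.75 µM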
# PDI inh = inhibitors of human PDI, primary screen, biochemical, turbidity, single point, plate reader; Protein disulfide-isomerase (Homo sapiens), P07237; PDI insulin aggregation turbidity, A650, 90 min; inhibition, % at 10 µM; 350,000 compounds, 0.052% hits; AID 588391, 2011;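 active means mean inhibition across replicates of 30% or more, whatever share of single replicates reach that level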;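 further: absorbance from insulin aggregation driven by PDI reduction with DTT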
# Target sequence (P07237 whole entry, looked up): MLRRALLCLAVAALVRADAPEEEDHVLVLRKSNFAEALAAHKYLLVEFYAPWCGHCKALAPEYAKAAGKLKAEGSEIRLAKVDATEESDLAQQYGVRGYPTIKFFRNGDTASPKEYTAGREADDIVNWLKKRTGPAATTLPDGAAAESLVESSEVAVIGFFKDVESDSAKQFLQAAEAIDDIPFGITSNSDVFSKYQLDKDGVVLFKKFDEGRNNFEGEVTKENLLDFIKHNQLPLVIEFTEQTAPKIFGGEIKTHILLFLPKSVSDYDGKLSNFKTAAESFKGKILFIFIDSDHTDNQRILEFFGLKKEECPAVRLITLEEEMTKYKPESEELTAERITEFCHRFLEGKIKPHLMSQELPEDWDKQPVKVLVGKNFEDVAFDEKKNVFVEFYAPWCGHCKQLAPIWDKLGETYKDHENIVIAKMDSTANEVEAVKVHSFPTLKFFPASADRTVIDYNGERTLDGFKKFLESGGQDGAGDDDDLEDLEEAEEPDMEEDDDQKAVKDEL
# TRPM1 prom inh = inhibitors of MITF-dependent TRPM1 promoter reporter, primary screen, cell-based, SK-MEL-5, single point, luciferase | 330,000 compounds, 0.83% hits | SK-MEL-5 TRPM1 promoter luciferase, 24 h | inhibition, % at 12.5 µM;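 active means mean inhibition across replicates of 60% or more, whatever share of single replicates reaches that level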; further: values of inactives mirror those of a sister screen read the other way
# m5-HT2A agonist = mouse Htr2a agonists via beta-arrestin recruitment, primary screen, cell-based, luminescence. CHO-K1 mHTR2A beta-arrestin complementation; percent of 30 µM serotonin response. activation, % at 7.6 µM. 360,000 compounds, 0.66% hits. AID 624169, 2012;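 active means activation above a run cutoff, the mean activation of all tested compounds plus 3 SD, cut at about 14% in these data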;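 further: 0% = plate median of compound wells and 100% = 30 µM serotonin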
# Target sequence (P35363 whole entry, looked up): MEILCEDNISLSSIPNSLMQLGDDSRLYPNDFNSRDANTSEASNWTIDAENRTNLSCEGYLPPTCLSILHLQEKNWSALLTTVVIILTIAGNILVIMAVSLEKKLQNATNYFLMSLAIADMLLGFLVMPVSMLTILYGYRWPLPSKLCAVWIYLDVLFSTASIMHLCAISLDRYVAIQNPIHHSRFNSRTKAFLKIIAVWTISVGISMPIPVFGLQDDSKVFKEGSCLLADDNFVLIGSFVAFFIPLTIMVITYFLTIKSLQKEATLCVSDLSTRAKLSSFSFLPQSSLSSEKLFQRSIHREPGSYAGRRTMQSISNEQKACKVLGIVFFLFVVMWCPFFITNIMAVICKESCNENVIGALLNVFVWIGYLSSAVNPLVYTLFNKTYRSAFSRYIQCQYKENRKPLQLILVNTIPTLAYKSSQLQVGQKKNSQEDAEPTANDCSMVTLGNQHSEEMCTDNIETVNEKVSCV
# Peg3 promoter = Peg3 promoter-driven luciferase inhibitors, primary screen, cell-based, HeLa, luciferase luminescence. HeLa PEG-Prom luciferase reporter, overnight. AID 588405, 2011. inhibition, % at 20 µM. 360,000 compounds, 1.7% hits;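 active means inhibition of at least 50% at 20 µM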
# NR2E3 ag-1 = NR2E3 agonists in two-hybrid cells, primary screen, cell-based, luminescence, CHO-S, Gal4-NCOR/VP16-NR2E3; AID 602229, 2012; luciferase; Photoreceptor-specific nuclear receptor (Homo sapiens), Q9Y5X4; 360,000 compounds, 0.35% hits; inhibition of corepressor binding, % at 3.98 µM;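 active means inhibition above the mean of all tested compounds plus 3 SD, cut at about 70% in these data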;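 further: 0% = DMSO with NR2E3 transfected cells and 100% = cells lacking NR2E3 construct; higher means lower luciferase signal from less NR2E3 corepressor binding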
# CaV13 FRET inh = Primary screen for inhibitors of IQ motif and Ca2+-dependent inactivation inhibitor domain binding in CACNA1D, Förster resonance energy transfer in living cells, …; inhibition, % at 12.3 µM; 340,000 compounds, 0.098% hits; AID 743397; HEK cells, CFP/YFP FRET ICDI-IQ, plate reader, 10 min; percent FRET-ratio fall versus neutral wells;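 active means mean replicate inhibition of at least 30% and at least 1% of replicates passing that level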;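 further: 0% = median of the neutral control wells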
# NR2E3 ag-2 = inhibitors of NR2E3-RetCOR corepressor binding, primary screen, NR2E3 agonist project, biochemical, TR-FRET, GST-NR2E3, biotin-RetCOR | 320,000 compounds, 0.12% hits | AID 2300, 2010 | inhibition of corepressor binding, % at 4.78 µM | 1536-well | Photoreceptor-specific nuclear receptor (Homo sapiens), Q9Y5X4;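 active means percent inhibition above the cutoff of mean plus 3 SD of all tested compounds, set per screening campaign, cut at about 20% in these data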;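 further: 0% = DMSO wells and 100% = biotin wells as full block of FRET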
#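 Test system: GST-NR2E3 and biotin-RetCOR proteins | Quantity: 1.35 nM GST-tagged NR2E3 final | Medium: Tris pH 7.5 | Also added: 7 nM biotin-RetCOR | Dosing: Compound at 4.8 µM, single dose | Timing: 5 h at 4 °C | Detection: Time-resolved FRET | Read-out basis: Percent inhibition | Benchmarks: Biotin wells as high control, 0.6% DMSO wells as low control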
# Shn3 inh set2 = reduction of Shn3 3'UTR firefly luciferase signal, primary screen, Schnurri-3 inhibitor project, cell-based, Clone20 osteoblasts, set 2; 360,000 compounds, 0.52% hits; Clone20 osteoblast Shn3 3'UTR firefly luciferase, 24 h; inhibition, % at 12.5 µM;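 active means mean inhibition of at least 75% with every replicate also reaching 75%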;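 further: 0% = median of neutral control wells and 100% = pilot-screen positive control compound; some compounds past the cut are filed as inactive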
# Cardio protect = cardioprotection against H2O2-induced cell death, primary screen, uHTS, H9c2 cells, ATPLite luminescence. protection from H2O2 cell death, % at 20 µM. H9c2 cardiomyocytes, H2O2 injury protection, 2 h. 360,000 compounds, 0.63% hits;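 active means compounds giving at least 50% protection of heart cells from peroxide-induced death in the single-dose screen, raw or plate-pattern-corrected value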;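 further: 0% = DMSO wells with peroxide and 100% = DMSO wells without peroxide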
# iPSC survival up = enhancers of single-cell hiPSC survival, primary screen, ATPlite luminescence. 100% = ROCK inhibitor wells, 0% = DMSO. survival enhancement, % at 20 µM. 360,000 compounds, 0.044% hits. AID 602274, 2012; in the data active means survival enhancement above about 18%;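 further: cells exposed to compounds for 16 hours before the ATP read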
# Active calls of the source: *; . = no result given.
SMILES,HIF-2a inh,PDI inh,TRPM1 prom inh,m5-HT2A agonist,Peg3 promoter,NR2E3 ag-1,CaV13 FRET inh,NR2E3 ag-2,Shn3 inh set2,Cardio protect,iPSC survival up
COc1ccc(CN2CCN(CC=C(C)C)C(CCO)C2)cc1Cn1cncn1 (centres undefined),20,-13,6,-6,-2,4,-6,0,4,-1,-1.5
Cc1ccc(S(=O)(=O)N(C)/N=C/C=C/c2ccccc2)cc1,13,0,7,5,-2,6,-19,0,10,-4,3.2
CCN(CC(=O)NCc1ccc(F)cc1)C(=O)COc1ccccc1[N+](=O)[O-],-8,6,12,0,-7,-34,-6,.,-9,-3,0.6
CCCCNC(=O)c1ccc(CS(=O)(=O)c2ccc(C)cc2)o1,7,3,1,-1,7,-6,-4,-1,-30,-2,0.2
CCOC(=O)c1[nH]c2ccccc2c1NC(=S)Nc1ccccc1,-62,-1,5,7,-47,-8,-7,-9,-3,6,1.6
Cn1cccc1CC(=O)N/N=C/c1cccc2ccccc12,-103,-3,-36,0,-71,-20,.,-2,1,-10,-1.2
CCOC(=O)C1CCN(C(=O)c2cc3cc(C)ccc3[nH]2)CC1,-116,-5,-41,-3,-165,-77,-2,2,-40,5,0.4
CCc1nc2c(OCc3ccc(C#N)cc3)cccn2c1N(C)C(=O)c1ccco1,0,-5,.,-3,4,29,-7,.,-6,3,0.8
C=CCn1c(Cc2ccc(OC)cc2)nnc1SCC(=O)c1cccc([N+](=O)[O-])c1,18,1,1,0,8,-4,-4,3,8,1,-4.1
CCOc1ccc(CCN2C(=O)C(=O)N([C@@H](Cc3ccc(O)cc3)CN3CCC[C@H]3CN3C(=O)C(=O)NC[C@@H]3Cc3ccc(O)cc3)C[C@@H]2Cc2ccccc2)cc1,9,.,.,5,.,-12,-6,.,.,.,1.0

# 2 compounds drawn at random from the list so far, as already listed:
SMILES,HIF-2a inh,PDI inh,TRPM1 prom inh,m5-HT2A agonist,Peg3 promoter,NR2E3 ag-1,CaV13 FRET inh,NR2E3 ag-2,Shn3 inh set2,Cardio protect,iPSC survival up
CCCCNC(=O)c1ccc(CS(=O)(=O)c2ccc(C)cc2)o1,7,3,1,-1,7,-6,-4,-1,-30,-2,0.2
C=CCn1c(Cc2ccc(OC)cc2)nnc1SCC(=O)c1cccc([N+](=O)[O-])c1,18,1,1,0,8,-4,-4,3,8,1,-4.1

# (continued)
SMILES,HIF-2a inh,PDI inh,TRPM1 prom inh,m5-HT2A agonist,Peg3 promoter,NR2E3 ag-1,CaV13 FRET inh,NR2E3 ag-2,Shn3 inh set2,Cardio protect,iPSC survival up
Nn1c(COc2ccccc2)nnc1SCC(=O)O,20,-6,-6,6,7,-18,-5,0,3,11,3.0
O=C1NC[C@H](Cc2ccc(O)cc2)N(CCc2cccc(F)c2)C1=O,4,.,.,8,.,-16,-12,.,.,.,-1.8
COc1ccc(C(=O)N2CCN(S(=O)(=O)c3ccc(F)cc3)CC2)cc1OC,18,7,10,1,9,-30,-6,0,-12,5,-1.3
CCn1c(-c2ccccc2)c(C(=O)O)c2ccccc21,15,1,-14,1,-7,15,-3,-1,0,6,3.4
CSc1ccc(-c2nnn(Cc3ccccn3)n2)cc1,-244,-2,-63,-4,-326,-168,.,2,-61,-19,-1.0
CN(CC(=O)Nc1ccc(F)cc1)CC(=O)N1CCc2ccccc21,-12,-5,1,-7,-8,-13,-6,.,-11,-6,-0.3
CCCn1c2ccccc2c2nnc(SCC(=O)OCC)nc21,20,-1,16,12,-14,12,.,2,-10,3,4.8
CCc1nc2ccccc2n(CCOCCn2c(=O)c(CC)nc3ccccc32)c1=O,0,-4,3,2,15,-5,-6,.,-23,12,-1.1
CCCn1cnnc1CNC(=O)[C@H]1O[C@@H](n2ccc(N)nc2=O)[C@H](O)[C@@H]1O,4,.,.,2,.,-3,-6,.,.,.,0.1
NCCCC(N)(C(=O)O)C(F)F (centres undefined),3,-1,4,0,3,-23,-5,4,-10,0,1.9
COC(=O)c1ccc(N2CCN(c3ccccc3)CC2)c(NC(=O)C2CC2)c1,19,-6,4,0,29,20,-6,0,2,6,0.5
CCn1cc(C(=O)NCCCN2CCC(C)CC2)c(=O)c2cc(S(=O)(=O)N3CCOCC3)ccc21,13,12,-8,-2,4,-5,-4,2,-2,-1,0.1
CCOC(=O)CCCc1c[nH]c2ccccc12,-77,-2,-7,0,-46,2,-9,0,-2,0,0.1
Cc1ccc(NC(=O)c2cnc(SCC(=O)c3ccccc3)n(C)c2=O)cc1,-36,-6,-11,4,-55,-28,.,4,0,-2,0.0
CCCCOc1ccc(N2C(=O)C(C)CNC2=S)cc1 (centres undefined),6,-7,3,2,2,14,-7,.,-4,-2,-2.9
COc1cccc(SCC(=O)N2CCN(c3ccccc3)CC2)c1,-30,7,-12,-3,-7,-2,-31,-2,2,-1,-0.6
Cc1cc(NC(=O)CSc2nc(-c3ccc(Br)cc3)nc3c2c(=O)n(C)c(=O)n3C)no1,9,13,13,-1,10,-1,.,0,-13,-2,-0.1
COC(=O)C(C)N(c1ccc(OC)cc1)S(C)(=O)=O (centres undefined),6,-3,2,1,19,-10,-2,2,8,0,0.8
Cc1ccc2c(c1)cc(CN(Cc1ccc3c(c1)OCO3)C(=O)c1ccccc1)c1nnnn12,11,-1,22,2,27,15,-6,-1,12,32,-0.8
Cn1c(N2CCC(C(N)=O)CC2)nc2c1c(=O)n(Cc1cccc(Br)c1)c(=O)n2C,10,-8,-5,-3,21,-12,-4,1,18,8,0.1

# Arranged by the number under PDI inh (lowest first): 6 from the list above.
compound,HIF-2a inh,PDI inh,TRPM1 prom inh,m5-HT2A agonist,Peg3 promoter,NR2E3 ag-1,CaV13 FRET inh,NR2E3 ag-2,Shn3 inh set2
CCCCOc1ccc(N2C(=O)C(C)CNC2=S)cc1 (centres undefined),6,-7,3,2,2,14,-7,.,-4
Cc1ccc(NC(=O)c2cnc(SCC(=O)c3ccccc3)n(C)c2=O)cc1,-36,-6,-11,4,-55,-28,.,4,0
CCOC(=O)C1CCN(C(=O)c2cc3cc(C)ccc3[nH]2)CC1,-116,-5,-41,-3,-165,-77,-2,2,-40
CCc1nc2ccccc2n(CCOCCn2c(=O)c(CC)nc3ccccc32)c1=O,0,-4,3,2,15,-5,-6,.,-23
NCCCC(N)(C(=O)O)C(F)F (centres undefined),3,-1,4,0,3,-23,-5,4,-10
Cc1cc(NC(=O)CSc2nc(-c3ccc(Br)cc3)nc3c2c(=O)n(C)c(=O)n3C)no1,9,13,13,-1,10,-1,.,0,-13

# Next part
SMILES,HIF-2a inh,PDI inh,TRPM1 prom inh,m5-HT2A agonist,Peg3 promoter,NR2E3 ag-1,CaV13 FRET inh,NR2E3 ag-2,Shn3 inh set2,Cardio protect,iPSC survival up
CC1CCN(S(=O)(=O)c2csc(C(=O)Nc3ccccc3)c2)CC1,5,-2,10,-1,3,8,-7,3,26,-17,-2.5
CCCSC1=N/C(=C\c2ccc([N+](=O)[O-])o2)C(=O)S1,18,-1,-13,-5,25,-49,-7,.,-10,3,0.5
CC(C)(C)c1cc(C(=O)NC2CC2)n(Cc2ccc(F)cc2)n1,21,8,-10,-1,4,-6,-2,-1,16,-5,0.1
Cc1ccc(NC(=O)CSc2ccc(-c3ccc4c(c3)OCO4)nn2)cc1F,-140,-9,-13,6,-92,4,-8,-1,-48,-8,-0.8
CCn1ncc(Cl)c1C(=O)Nc1cc(Cl)ccc1Cl,-37,1,2,4,20,-8,-8,4,-23,-12,2.5
Cc1nc2ncnn2c(N2CCN(S(=O)(=O)c3ccc(Br)cc3)CC2)c1C,26,-6,18,0,4,-14,-4,1,70,-16,2.9
CC(C)Cc1nc2oc3c(Cl)ncnc3c2c2c1CCCC2,75*,-5,3,8,113*,-6,0,2,9,-5,6.0
O=C(c1ccccc1-c1ccccc1)N1CCCC1,24,7,4,2,19,-2,-4,-2,13,-2,-0.8
CC1CN(S(=O)(=O)c2cccc(C(=O)N=c3sccn3C)c2)CC(C)O1 (centres undefined),8,18,1,10,11,-6,-17,3,12,2,-0.5
CC1CC(C)CN(C(=S)Nc2ccc(OC(F)F)cc2)C1 (centres undefined),4,10,-2,1,-2,1,-3,2,14,-8,-0.1
C=CCN(Cc1nc(-c2ccccc2)no1)C(=O)c1ccc2c(c1)OCO2,9,-5,-1,-3,16,-15,-3,0,2,-7,0.3
O=C(/C=C/Nc1ccc(Oc2ccccc2Cl)cc1)c1ccco1,-349,-4,-43,-1,-185,-137,-7,2,-62,-19,-1.5
CCOC(=O)c1ccc(NC(=O)NCc2ccncc2)cc1,-8,-6,7,-4,-8,-8,-3,0,-1,-2,0.2
O=C(C[C@@H]1C/C=C\C[C@H](NC(=O)OCC2c3ccccc3-c3ccccc32)C(=O)OC[C@@H]2CCCN2C1=O)N[C@H](CO)Cc1ccccc1,5,-5,-1,2,-6,-13,-12,.,-8,-18,-1.8
COc1ccc(OC)c(S(=O)(=O)N(C)CC(=O)Nc2cc(Cl)ccc2OC)c1,21,1,-8,-2,18,15,-5,2,17,-3,-1.9
CSc1ccc(C(=O)NCC(c2ccco2)N(C)C)cc1[N+](=O)[O-] (centres undefined),-7,-6,-4,-14,-8,-1,-3,5,4,2,-0.5
C=CCNC(=O)c1oc2ccc(S(=O)(=O)N3CCC4(CC3)OCCO4)cc2c1C,5,-3,-1,0,12,-18,-6,-2,4,1,-0.3
COc1cc(/C=N/NC(=O)c2cccnc2)ccc1OC(=O)c1cc(OC)c(OC)c(OC)c1,5,-10,-6,-2,12,40,-7,2,44,47,-0.2
C/C(=N\Nc1ncc(Cl)cc1Cl)c1ccc(C#N)cc1,-105,8,-9,-5,-77,-40,4,-3,-9,-3,-0.5
